Screening data: PubChem BioAssay, The Scripps Research Institute Molecular Screening Center
GPR151 activ: human GPR151 activation; Q8TDV0; PathHunter beta-arrestin GPR151 cells, luminescence; activation, % at 11.2 µM; 650,000 compounds, 1% hits; AID 1508602; in the data active = activation above about 4.9%;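 note: 0% = median of compound wells and 100% = cells with positive control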
Target sequence (Q8TDV0 whole entry, looked up): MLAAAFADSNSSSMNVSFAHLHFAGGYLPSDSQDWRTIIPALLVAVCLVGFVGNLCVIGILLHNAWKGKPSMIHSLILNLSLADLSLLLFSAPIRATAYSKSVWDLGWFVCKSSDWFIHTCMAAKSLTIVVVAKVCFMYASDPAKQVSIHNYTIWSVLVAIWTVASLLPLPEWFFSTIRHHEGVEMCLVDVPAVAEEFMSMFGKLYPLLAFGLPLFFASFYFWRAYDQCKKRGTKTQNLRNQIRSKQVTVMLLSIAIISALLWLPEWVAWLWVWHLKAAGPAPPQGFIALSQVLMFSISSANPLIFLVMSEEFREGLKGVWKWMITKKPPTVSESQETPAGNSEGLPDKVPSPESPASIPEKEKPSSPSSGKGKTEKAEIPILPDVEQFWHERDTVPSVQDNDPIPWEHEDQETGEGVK
FBW7 act: human FBW7 E3 ligase activation, primary screen. AID 1259310. AlphaScreen FBW7–phospho-cyclin E peptide binding, activator screen. Q969H0. 650,000 compounds, 0.13% hits. normalized activity (activation), % at 26.1 µM; in the data active = normalized activity above about 1.9%;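 note: purified mutant Fbw7 with reduced substrate affinity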
MITF primary: inhibitors of human MITF; O75030; AlphaScreen MITF homodimerization, bead proximity signal; inhibition, % at 2.6 µM; 650,000 compounds, 0.91% hits; AID 1259374; in the data active = inhibition above about 50%;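 note: 0% = vehicle wells with protein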
Target sequence (O75030 whole entry, looked up): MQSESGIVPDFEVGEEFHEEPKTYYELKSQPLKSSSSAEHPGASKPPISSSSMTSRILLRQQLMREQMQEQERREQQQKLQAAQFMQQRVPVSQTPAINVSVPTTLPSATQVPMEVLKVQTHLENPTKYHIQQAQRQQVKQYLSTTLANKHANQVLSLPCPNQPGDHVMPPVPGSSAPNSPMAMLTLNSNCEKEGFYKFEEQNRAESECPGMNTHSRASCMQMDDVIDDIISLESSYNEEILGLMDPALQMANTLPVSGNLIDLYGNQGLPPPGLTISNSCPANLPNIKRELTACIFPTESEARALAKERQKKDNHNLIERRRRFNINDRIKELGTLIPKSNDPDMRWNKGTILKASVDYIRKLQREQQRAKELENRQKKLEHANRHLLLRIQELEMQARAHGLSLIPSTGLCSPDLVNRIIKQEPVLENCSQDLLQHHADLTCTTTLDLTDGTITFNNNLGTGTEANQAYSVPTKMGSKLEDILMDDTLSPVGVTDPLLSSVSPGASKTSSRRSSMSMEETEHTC
TEAD-YAP inh: TEAD-YAP interaction inhibition | inhibition, % at 9.12 µM | 640,000 compounds, 1.4% hits | AID 1259422 | HEK-TIYL cells, TEAD-Gal4/YAP UAS-luciferase luminescence; in the data active = inhibition above about 32%;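 note: 0% = median of test compound wells and 100% = reference inhibitor wells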
Active calls of the source: *; & = joins results of further samples.

SMILES	GPR151 activ	FBW7 act	MITF primary	TEAD-YAP inh
Cc1cc(C)c(NC(=O)C(C)Sc2nc3ccccc3[nH]2)c(C)c1 (stereo not drawn)	0.7	-0.1	6.4	5.3
Clc1cccc(C2Nc3ccc4ccccc4c3C3C=CCC32)c1Cl (stereo not drawn)	0.2	0.0	-7.4	-5.4
COc1cc(CNC(C)(C)C)ccc1OCc1ccc(Cl)cc1	0.6	0.2	14.3	-12.8
Cc1noc(C)c1CCC(=O)N[C@@H](C)Cn1nc(-c2cccs2)oc1=O	0.5	0.0	-7.3	-2.1
Cc1ccc(SCC(=O)N2C(C)CCCC2C)cc1 (stereo not drawn)	-0.1	-0.1	-8.0	-20.9
CCOc1ccccc1/C=N/Nc1ccccc1[N+](=O)[O-]	-0.3	0.1	20.3	-1.0
Cc1cc(O)c(C(C)C)cc1NS(=O)(=O)c1ccccc1	-2.1	0.2	12.8	18.1
Cc1cc(Br)ccc1NC(=O)c1sc2ncn(CC(=O)N3CCCCC3)c(=O)c2c1C	-0.5	-0.1	6.3	11.5
CN1C(=O)C2(NN=C(c3ccccc3)S2)c2ccccc21 (stereo not drawn)	-1.2	-0.8	15.6	-26.9
O=C(CSc1ccc(F)cc1)N1CCN(c2nc3ccccc3s2)CC1	-2.7	0.5	2.9	-0.7
Cc1cc(S(=O)(=O)N(Cc2cccs2)C2CCCC2)ccc1-n1cnnn1	-1.1	-0.1	-8.2	-3.1
Cc1ccn2c(NC(=O)c3cc4ccccc4oc3=O)c(-c3ccccc3)nc2c1	-1.0	-0.1	4.3	-8.4
COc1ccc(OC)c(CN2CCc3ccccc3C2)c1	2.1	0.0	26.9	-0.9
Cc1cc(N2CCCCC2)nc2ccc(NC(=O)Cc3ccccc3Br)cc12	-1.5	0.0	5.1	5.8
COc1cc(C(=O)NC2CCCC2)c([N+](=O)[O-])cc1OC	0.8	0.0	3.5	-2.1
CCCC1CCC(c2ccc(C(C)=O)cc2)CC1 (stereo not drawn)	0.9	0.0	15.2	6.3
CC(=O)C1=C(C)Nc2ncnn2C1c1cccnc1 (stereo not drawn)	0.8	-0.1	-7.7	1.5
CC(=O)Oc1ccc(/C=C2\N=C(c3cccc(Cl)c3)OC2=O)cc1	-1.0	0.0	7.9	1.9
COC(=O)C1=C(C)NC2=C(C(=O)CCC2)C1c1ccccc1Cl (stereo not drawn)	0.0&1.0	0.3&0.5	15.2&5.5	7.1&8.5
CCN(CC(=O)NCc1cccs1)c1ncnc2sc3c(c12)CCCC3	0.7	0.1	3.0	-1.9

Sorted by number of heavy atoms (lowest first): 3 of the compounds above.
SMILES	GPR151 activ	FBW7 act	MITF primary	TEAD-YAP inh
CN1C(=O)C2(NN=C(c3ccccc3)S2)c2ccccc21 (stereo not drawn)	-1.2	-0.8	15.6	-26.9
COC(=O)C1=C(C)NC2=C(C(=O)CCC2)C1c1ccccc1Cl (stereo not drawn)	0.0&1.0	0.3&0.5	15.2&5.5	7.1&8.5
Cc1cc(N2CCCCC2)nc2ccc(NC(=O)Cc3ccccc3Br)cc12	-1.5	0.0	5.1	5.8

Following part:
SMILES	GPR151 activ	FBW7 act	MITF primary	TEAD-YAP inh
C=CCc1cccc(OC)c1OCCCNC	-1.0	-0.1	9.6	4.7
COC(=O)C1CSc2[nH]c(=O)sc2C1c1ccccc1 (stereo not drawn)	-1.9	-0.3	2.1	-7.6
CCC(=O)Oc1ccc(/C=C(\C#N)c2nc3ccc(C)cc3[nH]2)cc1OC	0.2	-0.2	-2.9	-0.4
N#C/C(=C\c1ccco1)C(=O)Nc1sc2c(c1C(N)=O)CCCC2	-0.3	0.1	-2.7	-12.0
CCOC(=O)N1CCN(C(=O)Cn2nnnc2CN2CCC(C)CC2)CC1	-0.7	-0.1	-15.2	-0.1
CCc1ccc2oc(-c3cc(NC(=S)NC(=O)c4oc5ccccc5c4C)ccc3Cl)nc2c1	0.1	-0.2	-3.9	-15.2
O=C(O)c1c2c(nc3ccccc13)CCC(c1ccccc1)C2 (stereo not drawn)	-0.1	0.1	13.8	6.2
C=Cc1ccc(C(=O)N2CCOc3ccc(CN4CCOCC4)cc3C2)cc1	-1.1	-0.3	9.1	5.5
O=C(CN1CCN(c2ccc(F)cc2)CC1)Nc1ccc(Cl)cc1	1.5	-0.1	3.1	-1.6
O=C1OC(c2cccc3ccccc23)=N/C1=C/c1ccc(Br)cc1	-0.6	0.1	4.1	2.4

Exported field by field: three of the compounds above.
C=CCc1cccc(OC)c1OCCCNC
  GPR151 activ = -1.0	FBW7 act = -0.1	MITF primary = 9.6	TEAD-YAP inh = 4.7

COC(=O)C1CSc2[nH]c(=O)sc2C1c1ccccc1 (stereo not drawn)
  GPR151 activ = -1.9	FBW7 act = -0.3	MITF primary = 2.1	TEAD-YAP inh = -7.6

CCC(=O)Oc1ccc(/C=C(\C#N)c2nc3ccc(C)cc3[nH]2)cc1OC
  GPR151 activ = 0.2	FBW7 act = -0.2	MITF primary = -2.9	TEAD-YAP inh = -0.4

Further compounds:
SMILES	GPR151 activ	FBW7 act	MITF primary	TEAD-YAP inh
Cc1cccc(C)c1NC(=O)CCS(=O)(=O)c1ccc(Br)cc1	1.5	-0.1	-1.5	-3.8
O=C(COc1ccc([N+](=O)[O-])cc1)Nc1cccnc1	0.2	-0.1	-5.2	-10.7
COc1ccc(OCCCC(=O)Nc2ccccc2)cc1	-0.7	-0.1	14.3	-3.9
CCOC(=O)c1cnc2ccc(OC)cc2c1NCCc1ccccc1	0.5	0.3	-2.3	6.0
COC(=O)c1cc(COc2ccc3oc(C)c(C(=O)OC)c3c2)c(C)o1	1.2	0.0	-6.6	0.6
CN(Cc1ccccc1)C(=O)CCC1CCN(C(=O)CCN2CCCCO2)CC1	-1.6	0.5	4.5	9.5
CCOC(=O)c1oc2ccccc2c1Cn1nnc(-c2ccccc2)n1	0.3	-0.1	-2.4	1.2
CC(C)(C)NC1CCCCC1NS(=O)(=O)c1ccccc1 (stereo not drawn)	1.5	-0.1	-4.5	-8.4
CC(C)(C)Cc1nnc(NC(=O)c2cccc(I)c2)s1	1.2	-0.2	4.3	-27.2
COc1ccc(OCc2cn3cccnc3n2)cc1	-2.5	0.0	-13.5	-66.4
COc1ccc(Cc2noc(-c3cccc(Br)c3)n2)cc1OC	-0.3	-0.1	0.7	0.0
COc1ccc(NC(=O)C2CC23CCN(Cc2ccsc2)CC3)cc1Cl (stereo not drawn)	0.1	0.0	-0.9	-1.8
CC(C)NC(=O)CN(c1ccc(Cl)cc1Cl)S(=O)(=O)c1ccccc1	1.1	0.0	12.9	6.2
CS(=O)(=O)N1CCN(C(=O)Cc2cccs2)CC1	0.1	0.0	-8.8	2.8
COCCNC(=O)/C(C#N)=C/c1cccs1	1.7	-0.2	28.4	-19.0
Cc1[nH]cnc1-c1cccc(Cl)c1	-0.1	-0.1	9.4	-2.1
NS(=O)(=O)c1ccc(N/N=C/c2ccc(O)cc2O)c([N+](=O)[O-])c1	0.6	-0.2	10.5	-6.9
O=C(NC1(c2cccc(F)c2)CCCC1)c1cnccn1	-0.3	1.2	11.8	12.3
Clc1ccc(Oc2ccc(Nc3ncnc4sc5c(c34)CCCC5)cc2)cc1	0.3	-0.1	3.0	9.7
COCCNC(=S)NNC(=O)c1ccccc1-n1cccc1	0.4	0.0	20.1	-2.0
Cc1cccc(C)c1NC(=O)C(NC=O)c1ccccc1Cl (stereo not drawn)	0.0	0.0	11.0	6.2
CCN(CC(=O)N1CCC(C)CC1)S(=O)(=O)c1ccc(C)cc1	-0.4	1.0	9.8	11.4
COc1ccc(OC)c(C(=O)CC2(O)C(=O)N(C/C=C/c3ccccc3)c3ccccc32)c1 (stereo not drawn)	3.9	0.2	15.4	-5.9
Cc1ccccc1Oc1nc2ccccn2c(=O)c1/C=C(\C#N)C(=O)NC1CCCCC1	-2.6	0.1	7.2	-1.6
O=C(N/N=C/c1cc(Cl)cc(Br)c1O)c1cccnc1	2.0	-0.2	64.4*	78.5*
CSc1ccc(C2C(C(=O)Nc3cccc(C(F)(F)F)c3)=C(C)NC3=C2C(=O)CC(C)(C)C3)cc1 (stereo not drawn)	1.9	0.2	1.8	0.4
O=C(Cc1cccs1)Nc1ccccc1C(=O)Nc1ccc(C(=O)O)cc1	-0.8	0.4	9.2	-3.1
Cc1ccc(-c2nc(CS(=O)CC(=O)NCCN3CCCC3)c(C)o2)cc1 (stereo not drawn)	0.0	-0.4	-2.6	-5.3
CC(C)Oc1ccc(C(=O)NC(CC(=O)O)c2ccccc2)cc1 (stereo not drawn)	0.0	-0.1	-2.9	-0.8
COC(=O)c1ccccc1NC(=O)COc1cccc(C)c1	0.1	-0.1	5.8	5.7
CCC(CC)NC(=O)c1cc(C(=O)OC)cc([N+](=O)[O-])c1	0.3	-0.1	8.7	-7.7
O=C(O)c1c(CNCCC2=CCCCC2)c2ccccc2n1Cc1ccccc1Cl	0.0	-0.1	1.4	3.4
O=C(/C=C/c1cccc([N+](=O)[O-])c1)Nc1ccc(Br)cn1	0.8	-0.1	12.6	-0.9
Cc1ccc(S(=O)(=O)N(C(=O)NC(=O)Nc2ccc(S(=O)(=O)Nc3nc(C)cc(C)n3)cc2)c2ccc(Cl)cc2)cc1	-0.3	0.0	6.4	2.2
COC(=O)c1cc(C(=O)OC)cc(-n2c(/C=C\c3cccc(Br)c3)nc3ccccc3c2=O)c1	-0.1	0.0	-7.6	3.9
CCOC(=O)c1ccc(N2CCN(c3ccccc3F)CC2)c(NC(=O)Nc2ccccc2)c1	0.1	-0.1	2.3	10.6
O=C(CN1C(=O)C(=O)c2ccccc21)Nc1ccccc1Cl	0.1	0.0	-3.2	21.5
O=C1N(C2Cc3ccccc3C2)C[C@@H]2C[C@@H](c3ccc4nonc4c3)N3CCC[C@@]123	-0.1	0.1	-3.9	-5.0
CCSc1nnc(NC(=O)CSc2nnc3[nH]c(=O)c(C)c(C)n23)s1	2.3	0.1	4.8	-0.6
C=CCN(C(=O)Cn1nnc2ccccc21)C(C(=O)NCCOC)c1ccccc1C (stereo not drawn)	-0.1	-0.1	-5.8	10.3

Rewritten with bars between the fields: part of the list above.
SMILES | GPR151 activ | FBW7 act | MITF primary | TEAD-YAP inh
Cc1ccc(S(=O)(=O)N(C(=O)NC(=O)Nc2ccc(S(=O)(=O)Nc3nc(C)cc(C)n3)cc2)c2ccc(Cl)cc2)cc1 | -0.3 | 0.0 | 6.4 | 2.2
O=C(/C=C/c1cccc([N+](=O)[O-])c1)Nc1ccc(Br)cn1 | 0.8 | -0.1 | 12.6 | -0.9

The listing continues.
SMILES	GPR151 activ	FBW7 act	MITF primary	TEAD-YAP inh
OCc1cccc(-c2cnc3c(NCc4ccc5c(c4)OCO5)nccn23)c1	-1.3	1.6	1.4	-0.2
CCNc1nc(NCC)n2c(SCC(=O)Nc3ccc(C(=O)OCC)cc3)nnc2n1	-0.5	0.0	5.6	5.6
O=[N+]([O-])C(=C1SCCCS1)C(=C(Cl)Cl)N1CCOCC1	-0.9	-0.1	12.9	7.2
O=C(c1ccc(N2CCC(NCCN3CCCc4ccccc43)CC2)cc1)N1CCOCC1	-0.1	-0.2	-5.6	-4.7
COc1ccc(C(=O)C2CCCN(C(=O)/C=C/c3cccnc3)C2)c(C)c1 (stereo not drawn)	-3.0	0.7	20.3	0.0
COc1ccccc1N1CCN(c2ncc(C(=O)N3CCN(c4ccccc4F)CC3)c3ccccc23)CC1	2.1	0.1	10.2	8.5
CC(=O)c1ccc(NC(=O)CCCn2nc([N+](=O)[O-])c(Br)c2C)cc1	-1.6	0.1	-1.7	2.2
Cc1cc(-n2cc(I)c(=O)[nH]c2=O)nc(-c2ccccc2)n1	-1.9	-0.1	6.4	-4.3
Cn1c(CNC(=O)c2ccco2)nnc1SCC(=O)c1ccccc1	-1.3	-0.2	1.9	-3.6
COCCOC(=O)c1c(C)oc2ccc(O)cc12	-2.6	0.1	5.6	-24.8
O=C(Nc1c(F)cccc1F)c1ccc(Cl)cc1	7.7*	-0.2	3.0	-0.9
COc1cc(C2C(C#N)=C(N)Oc3n[nH]c(-c4ccc(C)cc4)c32)ccc1OC(=O)c1ccco1 (stereo not drawn)	0.4	-0.4	9.4	3.2
Cc1ccc(CSc2nc(-c3ccccc3)nc3c2CCCC3)cc1	-0.5	0.2	-13.3	-20.9
COc1ccc(Cc2cnc(NC(=O)COc3ccccc3Cl)s2)cc1	0.6	0.0	-14.0	58.0*
CCc1cc(N2CCC(O)CC2)n2nc3nc(C)cc(C)c3c2n1	1.1	0.0	-15.8	2.4
COc1ccc(C(=O)Nc2ccc(NC(C)=O)cc2)cc1Br	2.2	-0.2	4.6	-0.9
COc1cc(C(=O)/C=C/Nc2ccc(NC(C)=O)cc2)cc(OC)c1OC	-1.5	0.3	4.2	-3.8
O=C(COC(=O)c1ccc(OC(F)(F)F)cc1)NNC(=O)c1cccs1	0.3	0.3	12.2	-6.6
O=C(Nc1cccc(C(F)(F)F)c1)C1CC2CCC1C2 (stereo not drawn)	0.3	0.0	5.4	6.9
Cc1ccc(-c2ocnc2C(=O)Nc2nnc(-c3ccco3)s2)cc1	0.4	0.0	-3.7	-34.1
CCC(=O)N1CCC(c2[nH]ncc2Cc2ccccc2)CC1	-1.2	0.0	5.5	-5.6
CSc1cccc(NC(=O)c2ncn[nH]2)c1	-0.7	-0.3	-17.2	4.7
O=c1c(=O)n2c(nn1CN1CCCCC1)sc1ccccc12	1.4	-0.2	-9.4	3.6
CCCOc1ccc(N2C(=O)CC(NCc3ccc(Cl)cc3)C2=O)cc1 (stereo not drawn)	2.2	0.0	12.3	-1.5
COCCNc1nc(-c2ccc(C)cc2)ccc1C(=O)NCCNC(C)=O	0.5	0.2	28.8	16.7
Cc1nnc(SCC(=O)NC2CC2)n1-c1ccc(F)cc1	-0.2	0.0	-4.5	3.4
CCc1ccc(OCC(=O)Nc2cccc(-c3nc4ccccc4o3)c2C)cc1	-0.8	-0.1	6.9	10.1
